# ELG1 genotoxic: qHTS screen for small molecules that induce genotoxicity in human embryonic kidney (HEK293T) cells expressing luciferase-tagged ELG1. HEK293T ELG1-luciferase reporter, luminescence, 16 h. Potency, µM (titrated, usually from 46 µM), inactives show at the highest dose activity change, positive = activation, actives largely listed as activators. 1.3% of 330,000 active. AID 504466, 2011; also: % of control where 0% means no effect; nearly all actives have a fitted effect of over 60% in size
#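 DMSO vehicle served as control against compound-treated ELG1-luciferase HEK293T cells; exposure lasted 16 hr at 37 °C and 5% CO2, followed by ONE-Glo luminescence detection after 30 min.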
# Rab9 prom act: qHTS Assay for Rab9 Promoter Activators | Huh7 Rab9 promoter-luciferase reporter, luminescence, 24 h | Potency, µM (doses to about 9.22 µM), without a hit: at the top dose activation, negative = inhibition, hits mostly activators | 2.8% of 320,000 active | AID 485297, 2010; also: % of control where 0% means no effect; nearly all actives have a fitted effect of over 60% in size
#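 Rab9 promoter-driven luciferase in stably transfected Huh7 cells; 1500 cells/well rested 2 h, exposed to compound in DMSO for 24 h at 37 °C, 5% CO2. Luminescence read 10 min after adding luciferase reagent at ambient temperature.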
# RORg inh: qHTS for inhibitors of ROR gamma transcriptional activity; Potency, µM (top dose mostly 53.6 µM), without a hit: at the highest dose activity change, negative = inhibition, hits mostly inhibitors; Nuclear receptor ROR-gamma (Mus musculus), P51450; 5.4% of 310,000 active; Drosophila S2 Gal4-RORgamma UAS-luciferase reporter, 20 h; AID 2551, 2010; also: % is scaled to controls: 0 for no effect and ±100 for the full control effect; nearly all actives have a fitted effect of over 60% in size
# Target sequence (P51450 whole entry, looked up, the tested form may be a part): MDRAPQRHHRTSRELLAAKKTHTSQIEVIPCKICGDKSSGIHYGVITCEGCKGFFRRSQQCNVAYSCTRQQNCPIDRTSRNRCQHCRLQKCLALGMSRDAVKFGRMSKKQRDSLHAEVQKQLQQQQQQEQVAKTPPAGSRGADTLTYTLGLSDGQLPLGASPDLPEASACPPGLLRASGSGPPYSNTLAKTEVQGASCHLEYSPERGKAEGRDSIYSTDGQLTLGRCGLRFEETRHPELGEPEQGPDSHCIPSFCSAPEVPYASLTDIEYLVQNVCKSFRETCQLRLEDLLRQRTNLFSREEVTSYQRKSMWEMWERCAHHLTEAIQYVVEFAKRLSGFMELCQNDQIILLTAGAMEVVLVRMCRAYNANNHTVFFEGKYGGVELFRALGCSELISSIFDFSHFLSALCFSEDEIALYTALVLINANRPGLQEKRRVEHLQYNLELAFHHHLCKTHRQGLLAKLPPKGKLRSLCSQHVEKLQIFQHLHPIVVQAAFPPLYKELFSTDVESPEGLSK
#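 Drosophila S2 cells stably expressing Gal4-DBD/mouse RORγ fusion under metallothionein promoter plus UAS-luciferase; compound 1 h, then 700 uM CuSO4 induction for 20 h at ambient temperature; inhibition read as reduced luminescence.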
# VP16 counter: VP16 counterscreen qHTS for inhibitors of ROR gamma transcriptional activity | Drosophila S2 Gal4-VP16 UAS-luciferase, luminescence, 20 h | Potency, µM (titrated, usually from 53.6 µM), without a hit: at the highest dose activity, negative = inhibition, usual class: inhibitors | 3.5% of 310,000 active;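 also: Gal4-VP16 expression switched on by copper sulfate through the metallothionein promoter; % is scaled to controls: 0 for no effect and ±100 for the full control effect; nearly all actives have a fitted effect of over 50% in size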
# FLuc counter: qHTS profiling assay for firefly luciferase inhibitor/activator using purifed enzyme and Km concentrations of substrates (counterscreen for miR-21 project) | purified FLuc, Km substrates, luminescence inhibition | 6.9% of 360,000 active | Potency, µM (top dose mostly 57.5 µM), inactives show top-dose activity change, negative = inhibition, hits mostly inhibitors | Luciferin 4-monooxygenase (Photinus pyralis), P08659;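 also: plate controls were vehicle for no effect and reference inhibitor for full effect; nearly all actives have a fitted effect of over 55% in size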
# Target sequence (P08659 whole entry, looked up): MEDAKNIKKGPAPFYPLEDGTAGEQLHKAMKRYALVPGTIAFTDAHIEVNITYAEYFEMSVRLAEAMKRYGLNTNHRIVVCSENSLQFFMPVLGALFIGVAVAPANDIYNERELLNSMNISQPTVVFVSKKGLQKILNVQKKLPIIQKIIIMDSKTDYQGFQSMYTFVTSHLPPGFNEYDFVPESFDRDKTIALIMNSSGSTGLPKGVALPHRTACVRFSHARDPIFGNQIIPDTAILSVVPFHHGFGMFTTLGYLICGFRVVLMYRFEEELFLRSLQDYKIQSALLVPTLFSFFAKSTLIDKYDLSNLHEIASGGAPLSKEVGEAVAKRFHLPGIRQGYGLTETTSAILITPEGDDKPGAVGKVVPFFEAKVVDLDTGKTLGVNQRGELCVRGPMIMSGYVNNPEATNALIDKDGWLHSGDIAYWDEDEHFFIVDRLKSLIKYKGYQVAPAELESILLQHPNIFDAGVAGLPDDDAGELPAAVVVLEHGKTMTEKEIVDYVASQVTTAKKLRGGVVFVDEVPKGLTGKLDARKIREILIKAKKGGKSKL
#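 Biochemical qHTS of compounds, final roughly 60 µM downward over six points, against 10 nM purified firefly luciferase using Km concentrations of substrates (10 uM D-luciferin, 10 uM ATP) in Tris acetate pH 7.5 buffer; luminescence output.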
# p53 reactivation: qHTS assay for re-activators of p53 using a Luc reporter. H1299 p53-A138V BP100-luciferase reporter, luminescence, 24 h. Potency, µM (doses to about 92.2 µM), inactives show top-dose activity change, positive = activation, hits mostly activators. 0.063% of 320,000 active. AID 504706, 2011; also: % of control where 0% means no effect; nearly all actives have a fitted effect of over 45% in size
#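 p53-null H1299 cells stably carrying temperature-sensitive p53-A138V and a BP100-luciferase reporter were pinned with compounds (4-point, 1:5 series) and held 24 hrs at 37 deg C. Luminescence was read 10 min after detection reagent.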
# uPA surface inh: qHTS for Inhibitors of Cell Surface uPA Generation; Potency, µM (highest dose often 38.3 µM), for inactives: at the highest dose activity change, negative = inhibition, usual class: inhibitors; AID 540303, 2011; cell surface uPA generation assay, qHTS; 0.31% of 330,000 active; active = well fitted inhibition curve with a large enough effect; inconclusive = small, poorly fitted or top-dose-only effect; inactive = no such curve, though single readings can be large or run the other way; tested in mouse RAW 264.7 cells; also: % is scaled to controls: 0 for no effect and ±100 for the full control effect; nearly all actives have a fitted effect of over 55% in size
# NPC1 prom act: qHTS Assay for NPC1 Promoter Activators. Huh7 NPC1 promoter luciferase reporter, 24 h. Potency, µM (top dose mostly 9.22 µM), without a hit: at the top dose activation, hits mostly activators. 2.4% of 320,000 active;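 also: % of control where 0% means no effect; nearly all actives have a fitted effect of over 60% in size; reporter is driven by a mutant NPC1 promoter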
#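 Cells: Huh7 expressing luciferase under the NPC1 promoter, 1500/well. Seeded 2 h, compound added, incubated 24 h at 37 °C. Luciferase reagent, 10 min ambient, then luminescence.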
# BRCA1 expr up: qHTS Assay to Identify Small Molecule Activators of BRCA1 Expression. MCF7-BRCA1-FFLuc reporter, luminescence, 48 h; response scale: scaled: vehicle 0%, 10 µM genistein 100%. Potency, µM (titrated, usually from 46.1 µM), without a hit: at the top dose activation, most hits filed as activators. 1.1% of 380,000 active; also: nearly all actives have a fitted effect of over 80% in size; some results filed as inactive show a strong effect at the top dose
#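 Quantitative HTS in MCF7 cells stably reporting BRCA1 expression via firefly luciferase. Compound treatment lasts 48 h at 37 °C in phenol-red free MEM. Activation is expressed relative to genistein at 10 microM and DMSO.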
# MLL CXXC-DNA inh: qHTS Fluorescence Polarization Assay for Inhibitors of MLL CXXC domain - DNA interaction; Histone-lysine N-methyltransferase 2A (Homo sapiens), Q03164; MLL-CXXC / FITC-HOXA9 DNA fluorescence polarization; Potency, µM (doses to about 115 µM), without a hit: top-dose activity change, negative = inhibition, usual class: inhibitors; 0.037% of 290,000 active; active = well fitted inhibition curve with a large enough effect in the polarisation, with a control signal flat, not every such curve was filed as active; inconclusive = small, poorly fitted or top-dose-only effect, or effect the other way, or a change in a side signal; inactive = no such curve, though single readings can be large or run the other way; the % refers to the polarisation
#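 Steps: dispense CXXC domain solution (7 uM) → pin compounds or unlabeled HOX-A9 DNA control → 5 min ambient → add FLSN-HOX-A9 solution (50 nM) → spin → 30 min ambient → fluorescence polarization. Tris pH 7.5/NaCl/DTT/BSA buffer.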
# MBNL1-CUG inh: qHTS Assay for Inhibitors of MBNL1-poly(CUG) RNA binding; TR-FRET MBNL1-His/biotin-(CUG)12 binding, 665/545 ratio; Potency, µM (titrated, usually from 57.5 µM), inactives show at the highest dose activity change, negative = inhibition, most hits filed as inhibitors; 0.036% of 280,000 active; active = well fitted inhibition curve with a large enough effect in the signal ratio, with a control signal flat, not every such curve was filed as active; inconclusive = small, poorly fitted or top-dose-only effect, or effect the other way, or a change in a side signal; inactive = no such curve, though single readings can be large or run the other way; the % refers to the signal ratio; also: % is scaled to controls: 0 for no effect and ±100 for the full control effect
#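 Compound titration spanned 92 nM–58 uM against the MBNL1-His/biotin-(CUG)12 complex. After 60 min at room temperature with 5 nM streptavidin-XL665 and 0.055 ng/ul terbium anti-His, ratiometric 665/545 nm emission (Ex 340 nm) normalized to controls.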
# * marks the source's active call; other numbers are inactive results; ? = inconclusive; nt = not tested or not shown; [ ] = dose if it differs, or a comment. Unless noted, calls follow the shape of the dose curve; as a rule, active = well fitted curve in the direction sought with a large enough effect; inconclusive = small, poorly fitted or top-dose-only effect, or another doubt; inactive = no such curve, though single readings can be large; an effect the other way counts as inactive or inconclusive. Potency is read from the fitted curve at half-maximal effect.
SMILES,ELG1 genotoxic,Rab9 prom act,RORg inh,VP16 counter,FLuc counter,p53 reactivation,uPA surface inh,NPC1 prom act,BRCA1 expr up,MLL CXXC-DNA inh,MBNL1-CUG inh
CCCCOC(=O)CCn1c(=S)oc2ccccc21,-2%,-5%,-7%,-8%,-3%,3%,9%,2%,-4%,2%,0%
C/C(CCc1ccccc1)=N\NC(=O)c1ccccc1,4%,-4%,4%,2%,-2%,17%,-5%,-2%,18%,6%,11%
FC(F)(F)c1ccc2nnc(-c3c(Cl)cccc3Cl)n2c1,0%,-11%,4%,2%,4%,3%,5%,-1%,-16%,-3%,-8%
CCOC(=O)C1C(=O)NC(N2CCCCC2)=NC1C(C)C (configuration not stated),2%,1%,8%,-1%,6%,6%,3%,-1%,-18%,4%,-5%
Cc1ccc(Nc2nc(-c3sc(NC(=O)c4cccc(Cl)c4)nc3C)cs2)cc1,-2%,3%,?,-27%,9.5µM*,-4%,nt,-5%,nt,31%[activator],186%[activator]
O=C(CCc1c[nH]c2ccccc12)NCCc1ccc(O)cc1,0%,-1%,36%,9%,6%,4%,1%,1%,3%,-7%,-4%
Cc1ccc(N2C(=O)c3ccc(C(=O)N4CCN(c5cccc(C)c5C)CC4)cc3C2=O)cc1,-3%,-3%,?,20µM*,3%,3%,5%,2%,3%,-1%,0%
C=C(C)Cn1c(Sc2nc3ccccc3[nH]2)nc2c1c(=O)[nH]c(=O)n2C,-7%,6%,1%,-9%,-2%,-11%,0%,6%,-26%,-10%,-11%
CCN(C(=O)CSc1nc2cc(Cl)ccc2c(=O)n1CC(C)C)C1CCS(=O)(=O)C1 (configuration not stated),-3%,-5%,nt,nt,-1%,9%,1%,-1%,-1%,nt,nt
Cn1c(=O)c2[nH]c(CN3CCN(Cc4ccccc4)CC3)nc2n(C)c1=O,-3%,-5%,5%,-19%,4%[2.3 µM],-7%,10%,0%,6%,1%,8%
COCCCN(C(=S)NC(=O)C(C)(C)C)c1c(N)n(Cc2ccccc2)c(=O)[nH]c1=O,-1%,3%,-32%,2%,6%,1%,-11%,-6%,-7%,0%,nt
COc1cc(C2CC(=O)N(CC(=O)NCc3ccco3)c3ccccc3S2)cc(OC)c1OC (configuration not stated),-5%,5%,61%,10%,-1%,-6%,nt,0%,-7%,-7%,-1%
O=C(Nc1nnc(Cc2ccccc2F)s1)Nc1ccccc1F,?,?,23%,-1%,-8%,22%,11%,?,54%,-6%,-1%
Cc1cccc(NC(=O)CNC(=O)Cc2ccc(S(=O)(=O)N3CCOCC3)s2)c1C,0%,-2%,nt,nt,-1%,2%,-1%,1%,8%,nt,nt
CCOc1ccc(NC(=O)C[n+]2ccccc2)cc1,0%,-6%,5%,0%,6%,-3%,-2%,-1%,5%,?,nt
N#CCCn1cc(C=O)c(-c2cccs2)n1,-4%,3%,-29%,1%,0%,-2%,7%,-3%,1%,6%,2%
Nc1cc(C(F)(F)F)ccc1OCC1CCCO1 (configuration not stated),1%,17%,38%,13%,?,nt,6%,16%,61%,4%,2%
COc1ccc(NC(=O)/C(=C/c2ccc3c(c2)OCO3)NC(C)=O)cc1,1%,0%,6%,22%,0%,?,-2%,-1%,5%,1%,20%
CCCNC(=O)NC(=O)CSc1cccc(C(F)(F)F)c1,0%,-2%,18%,-8%,3%,17%,?,-3%,-4%,-19%,-3%
COc1ccc2c(C)cc(SCC(=O)Nc3ncc(Cl)cc3Cl)nc2c1,7%,1%,-16%,4%,2%,-1%,-2%,-21%,-36%,13%,nt

# As a short view, 2 of the compounds above:
SMILES,ELG1 genotoxic,Rab9 prom act,RORg inh,VP16 counter,FLuc counter,p53 reactivation,uPA surface inh,NPC1 prom act,BRCA1 expr up,MLL CXXC-DNA inh,MBNL1-CUG inh
CCCCOC(=O)CCn1c(=S)oc2ccccc21,-2%,-5%,-7%,-8%,-3%,3%,9%,2%,-4%,2%,0%
C/C(CCc1ccccc1)=N\NC(=O)c1ccccc1,4%,-4%,4%,2%,-2%,17%,-5%,-2%,18%,6%,11%

# The list goes on:
SMILES,ELG1 genotoxic,Rab9 prom act,RORg inh,VP16 counter,FLuc counter,p53 reactivation,uPA surface inh,NPC1 prom act,BRCA1 expr up,MLL CXXC-DNA inh,MBNL1-CUG inh
Cc1ccc2c(c1)NC(=O)C(CC(=O)NCCCN1CCN(C3CCCCC3)CC1)O2 (configuration not stated),-11%,-3%,-23%,-4%,18%,2%,nt,-5%,nt,-4%,-7%
Cc1cc2cc(CNS(=O)(=O)N(C)C)ccc2[nH]1,6%,-1%,0%,1%,-10%,-1%,12%,1%,-11%,-11%,?
Cc1ccc(C(=O)Nc2nc(=O)n(C(=O)C3CC3)s2)cc1,0%,-6%,19%,1%,19µM*,2%,-11%,1%,-37%,0%,-4%
Cc1cccc(OCc2nnc(SCC(=O)NC3CCCC3)n2C)c1,-1%,0%,-13%,-9%,-2%,0%,6%,3%,-8%,10%,-1%
COc1cccc(CNC(=O)c2cccc(NC(=O)C3=C(C)OCCS3)c2)c1,-6%,6%,8%,2%,?,nt,5%,-2%,-6%,nt,-9%
O=c1[nH]c(NCCO)nc2c1C1(CCCCC1)Cc1ccccc1-2,-2%,-3%,-31%,?,3%[2.3 µM],-5%,-6%,-4%,-25%,2%,3%
CCN1CCN(c2ccc(S(=O)(=O)N3CCOCC3)cc2NC(=O)/C=C/c2ccc([N+](=O)[O-])cc2)CC1,26%,-1%,nt,nt,0%,10%,0%,-5%,-68%,nt,nt
CCn1c2ccccc2c2nc3cc(C(=O)O)ccc3nc21,?,30%,-43%,?,19µM*,-9%,-1%,13%,-19%,-5%,?
O=C(NNC(=O)c1ccccc1Br)c1cccc(Cl)c1,?,30%,-42%,-14%,?,?,nt,?,?,-6%,-6%
Cc1ccc(NC(=O)C2CCCO2)cc1[N+](=O)[O-] (configuration not stated),9%,7%,10%,?,-12%,?,2%,6%,62%,?,?
CCC(C)[C@H](NC(=O)NCc1cccnc1)C(=O)OC (some centres not stated),-1%,-1%,-10%,1%,3%,3%,2%,2%,6%,-4%,nt
COc1ccc(NC(=O)CCCn2cnc3ccccc3c2=O)c(OC)c1,-2%,-5%,3%,-1%,0%,-8%,5%,-1%,9%,-7%,-10%
Cc1ccc(NC(=S)N2CC(C)OC(C)C2)cc1C (configuration not stated),6%,2%,16µM*,?,1%,-5%,1%,0%,-5%,-2%,-5%
CC(C)CCn1c(O)c(N=NC(=O)Cn2ccc(C(F)(F)F)n2)c2ccccc21,-1%,-3%,-5%,0%,2%,-8%,0%,-2%,-32%,2%,nt
COc1ccc(NC(=O)c2ccc(Br)c(S(=O)(=O)N3CCOCC3)c2)cc1,-16%,-13%,31%,-9%,-1%,nt,nt,1%,-18%,41%[activator],-2%
COc1ccc(-c2nc(CN3CCCCC3c3nccn3C)c(C)o2)c(C)c1C (configuration not stated),-12%,-8%,4.5µM*,?,5%,-4%,0%,-7%,-23%,12%,4%

# Single records (already shown).
# COc1cccc(CNC(=O)c2cccc(NC(=O)C3=C(C)OCCS3)c2)c1 is listed with ELG1 genotoxic: -6%; Rab9 prom act: 6%; RORg inh: 8%; VP16 counter: 2%; FLuc counter: ?; p53 reactivation: nt; uPA surface inh: 5%; NPC1 prom act: -2%; BRCA1 expr up: -6%; MLL CXXC-DNA inh: nt; MBNL1-CUG inh: -9%
# O=C(NNC(=O)c1ccccc1Br)c1cccc(Cl)c1 is listed with ELG1 genotoxic: ?; Rab9 prom act: 30%; RORg inh: -42%; VP16 counter: -14%; FLuc counter: ?; p53 reactivation: ?; uPA surface inh: nt; NPC1 prom act: ?; BRCA1 expr up: ?; MLL CXXC-DNA inh: -6%; MBNL1-CUG inh: -6%

# Screening results deposited in PubChem by National Center for Advancing Translational Sciences (NCATS).

# Not all compounds are listed; count on the stated rates, not on these rows.
